T cell modulator = modulators of CD8 T cell-vesicle binding, primary screen, mouse 2C CD8+ T cells, flow cytometry; 2C CD8+ T cell-vesicle binding; hits give low values; calls only at 7 µM; 0.068% of 330,000 active;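 active = response, share of CD8 T cells binding vesicles, and their 90th percentile fluorescence all below set limits, cut at about 80% in these data, passing the limit was not always enough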
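Incubation: binding step 1.5 h, 37 °C, antibody labelling 20 min, ice; system: murine 2C transgenic CD8+ T lymphocytes; technique: cytometric PE anti-B7-1 and Alexa647 anti-CD8 signals after 1% paraformaldehyde fixation; also added: QL9-charged Drosophila Ld/ICAM-1/B7-1 vesicles; control set: naked versus QL9-loaded vesicles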
T cell modulator vesicle-bound % = further read-out of T cell modulator, marked with its call; double positive events, %; measured here: CD8+ vesicle-bound cell fraction;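 binding gate set so that unloaded-vesicle control wells show 10% double positive cells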
* hit, by the source's call; i = inactive. Only part of the results is shown. The share of hits here may be higher or lower than overall.

The first 6 entries (preview)
SMILES	T cell modulator	T cell modulator vesicle-bound %
Cc1cc(NC(=O)CSCC(=O)N(C)Cc2ccc(F)cc2)no1	i	8.7
Cc1cccc(N2CCN(C(=O)c3ccc4c(c3)NC(=O)C(CSCc3cccc(F)c3)N4)CC2C)c1 (stereo unspecified)	i	50.7
COc1ccc(CCNC(=O)c2ccccc2NC(=O)C2=C(C)OCCS2)c(OC)c1	i	44.0
Brc1ccc(CNCCCSc2ncccn2)cc1	i	38.0
COc1ccc(C(C)NC(=O)Cc2cccs2)cc1OC (stereo unspecified)	i	66.8
N#CC1=C(N)Oc2cc(O)c(Cl)cc2C1c1cccnc1 (stereo unspecified)	i	51.5

All compounds of this part, previewed entries included:
SMILES	T cell modulator	T cell modulator vesicle-bound %
Cc1cc(NC(=O)CSCC(=O)N(C)Cc2ccc(F)cc2)no1	i	8.7
Cc1cccc(N2CCN(C(=O)c3ccc4c(c3)NC(=O)C(CSCc3cccc(F)c3)N4)CC2C)c1 (stereo unspecified)	i	50.7
COc1ccc(CCNC(=O)c2ccccc2NC(=O)C2=C(C)OCCS2)c(OC)c1	i	44.0
Brc1ccc(CNCCCSc2ncccn2)cc1	i	38.0
COc1ccc(C(C)NC(=O)Cc2cccs2)cc1OC (stereo unspecified)	i	66.8
N#CC1=C(N)Oc2cc(O)c(Cl)cc2C1c1cccnc1 (stereo unspecified)	i	51.5
CCc1ccc(N2C(=O)C3CCCN3C2=S)cc1 (stereo unspecified)	i	53.4
CC(C)n1c(C(F)(F)F)nc2cc(C(=O)N3CCOCC3)ccc21	i	18.1
Cc1csc(CN(C)C(=O)CC2C(=O)NCCN2Cc2ccc(F)c(F)c2)n1 (stereo unspecified)	i	67.8
CCOC(=O)c1ccc(S(=O)(=O)Nc2cc(S(=O)(=O)N3CCOCC3)ccc2O)cc1	i	30.8
CCOc1ccc2oc(C(=O)NNC(=O)c3ccccc3O)c(C)c2c1	i	54.9
O=S(=O)(c1ccccc1)N1CCC(Oc2ccc(-n3cnnn3)cc2)CC1	i	8.7
NC(=O)C1Cc2ccccc2CN1S(=O)(=O)c1ccc(Cl)s1 (stereo unspecified)	i	7.0
CN(Cc1ccccc1)C(=O)COC(=O)COc1ccc(Cl)cc1	i	38.0
COc1ccc(-n2c(SCC(=O)Nc3ccc(C)cc3)nc(O)c(Cc3ccccc3)c2=O)cc1	i	63.9
CC(=O)NC(Cc1ccc(C)cc1)C(=O)NC1CCN(S(=O)(=O)c2ccccc2)CC1 (stereo unspecified)	i	6.0
O=C1Nc2ccccc2O/C1=C\c1ccccc1	i	27.3
CCC(C)c1ccccc1N1CC(C(=O)NCCCn2nc(C)cc2C)CC1=O (stereo unspecified)	i	32.3
COc1ccc(CNC(=O)COC(=O)c2ccc(C(=O)c3ccccc3)cc2)cc1	i	52.0
CCCc1nc(SCC(=O)NCC2CCCO2)c2c(=O)n(C)c(=O)n(C)c2n1 (stereo unspecified)	i	68.1
CC(=O)Nc1cc2c3c(c1)CCN3C(=O)CC2	i	24.2
Cc1ccc(S(=O)(=O)Nc2cccc(C(=O)NCc3cccnc3)c2)cc1F	i	41.5
Nc1nc2nc(-c3ccccc3)cc(C(F)(F)F)c2s1	i	12.3
CC1(C)OC(C(O)(c2ccccc2)c2ccccc2)[C@@H](C(O)(c2ccccc2)c2ccccc2)O1 (stereo partly specified)	i	23.8
O=C(N/N=C/c1ccc([N+](=O)[O-])cc1)c1cccnc1	i	51.0

Following part
SMILES	T cell modulator	T cell modulator vesicle-bound %
O=C(COC(=O)CC1SC(N2CCCC2)=NC1=O)Nc1c(F)c(F)c(F)c(F)c1F (stereo unspecified)	i	4.5
CC(C)NC(=O)NC(=O)COC(=O)c1c2c(nc3ccccc13)CCC2	i	30.3
COc1cc(C(C2C(=O)CC(C)(C)CC2=O)C2C(=O)CC(C)(C)CC2=O)cc(OC)c1OC	i	8.6
CCC1(c2ccccc2)NC(=O)N(CC(=O)Nc2ccc(S(=O)(=O)N3CC(C)CC(C)C3)cc2)C1=O (stereo unspecified)	i	11.9
CCCN(CC(=O)Nc1ccc(F)c(F)c1F)C(=O)c1ccc(=O)n(Cc2ccccc2)n1	i	58.7
Cc1ccc(CN(C)C(=O)c2cccc(S(=O)(=O)N3CCc4ccccc4C3)c2)o1	i	38.8
O=C(Nc1nc2c(F)cccc2s1)c1ccco1	i	36.9
OC12CC3C[C@H](C1)C(N1CCOCC1)[C@@H](C3)C2 (stereo partly specified)	i	61.3
Cc1nn(C2CCS(=O)(=O)C2)c(C)c1CN(C)C(=O)c1ccc(S(=O)(=O)N(C)C)cc1 (stereo unspecified)	i	26.0
Cc1ccc(CN(C(=O)c2ccc(Cl)c([N+](=O)[O-])c2)C2CCS(=O)(=O)C2)o1 (stereo unspecified)	i	46.0
CCN(C(=O)Cn1cnc2c(nc3n2CCCCC3)c1=O)c1cccc(Cl)c1	i	32.0
COc1cccc(NC(=O)CCNS(=O)(=O)c2ccc3c(c2)oc(=O)n3C)c1	i	25.2
CC(=O)C[C@H](O)CC(=O)[C@@H]1OC(=O)CCCCC/C=C/Cc2ccccc21	i	11.4
O=C(O)c1ccccc1-c1ccccc1C(=O)NCCc1ccccc1	i	29.9
O=c1cc(C(F)(F)F)nc(SC/C=C/c2ccccc2)[nH]1	i	43.8
COCCNC(=O)C(c1ccc(Cl)cc1)N(Cc1ccco1)C(=O)CCC(=O)Nc1ccccn1 (stereo unspecified)	i	26.4
COc1ccc(CNC(=O)CN(Cc2ccco2)C(=O)CNS(=O)(=O)c2ccccc2)cc1	i	53.4
O=C1C(Cl)=C(N2CCOCC2)C(=O)N1c1cccc(C(F)(F)F)c1	i	28.5
COc1ccc(CN2CCc3ccccc3C2)cc1Br	i	68.9
O=C(NC1CCCC1)c1ccc(Cl)c(S(=O)(=O)N2CCCCC2)c1	i	29.8
CCCc1cc(=O)[nH]c(SCC(=O)Nc2sc3c(c2C(N)=O)CCCC3)n1	i	6.5
Cc1ccc(C)c(OCCCC(=O)NC2CCCCC2)c1	i	58.2
CC[n+]1ccc(/C=C/c2c[nH]c3ccccc23)cc1	i	58.3
CC1CCN(C(=O)CN(Cc2ccc(Cl)cc2)S(C)(=O)=O)CC1	i	63.6
O=C(Nc1ccccn1)c1ccc(S(=O)(=O)N2CCCCC2)cc1	i	43.9

Other structures
SMILES	T cell modulator	T cell modulator vesicle-bound %
CCOC(=O)N1CCN(CCCc2ccccc2)CC1	i	52.9
CCOC(=O)[C@@H]1[C@H]2COc3ccc(Br)cc3[C@@H]2N2C(=O)N(c3ccc(F)cc3)C(=O)[C@@]12C	i	14.0
N#CCc1nn(Cc2ccc(F)cc2)c(=O)c2ccccc12	i	45.1
CC(C)CNc1nc(N)c([N+](=O)[O-])c(NCc2ccccc2)n1	i	22.1
CCC1CN(C(=O)NCc2ccc(F)cc2)c2ccccc2O1 (stereo unspecified)	i	32.4
COc1cc(SC)ccc1C(=O)N1CCN(Cc2ccc3c(c2)OCO3)CC1	i	58.8
O=C(COc1ccc(S(=O)(=O)N2CCCC2)cc1)N1CCCC1	i	7.6
CCOc1ccc(-c2cc(C(=O)NCCCN3CCCC3)c3ccccc3n2)cc1	i	25.6
CCc1cccc2c(C(=O)COC(=O)c3nccnc3N)c[nH]c12	i	47.9
O=C(O)C(Cc1ccc(F)cc1)c1ccccc1 (stereo unspecified)	i	47.4
COc1ccc2cc(/C=C/C(=O)N3CCN(CC(=O)N4CCCCCC4)CC3)ccc2c1	i	27.1
O=C(OCCc1ccccc1)c1cc(O)c(O)c(O)c1	i	38.8
O=C(COC(=O)CNC(=O)c1ccccc1F)NC1CC1	i	36.1
CCN(CC(=O)NC1CCCC1)S(=O)(=O)c1ccc(F)cc1	i	21.1
Cc1cccc(C(=O)N2CCCC(c3nc(-c4ccc(C)o4)no3)C2)c1 (stereo unspecified)	i	8.9
CC(=O)NS(=O)(=O)c1ccc(NC(=S)Nc2ccccc2)cc1	i	36.1
O=C(Nc1cccc(S(=O)(=O)N2CCCCCC2)c1)c1ccc(Cl)nc1	i	53.2
Cc1ccc(C)c(OCCC(=O)OCC(=O)N2CCN(c3ccccc3)CC2)c1	i	24.3
CC(CCc1ccccc1)NC(=O)COC(=O)c1cccc(N(C)C)c1 (stereo unspecified)	i	44.5
COc1ccccc1COc1ccc2c(C)c(CC(=O)O)c(=O)oc2c1C	i	35.1
Cn1cc(C(=O)C(=O)N2CCOCC2)c2ccccc21	i	51.1
Cc1cc(C)cc(OCC(=O)N(Cc2ccco2)c2c(N)n(Cc3ccccc3)c(=O)[nH]c2=O)c1	i	46.7
Cc1cc(C(=O)OCC(=O)NCCc2ccccc2)c2ccccc2n1	i	35.8
N#C/C(=C/c1ccccc1)C(=O)OCC(=O)Nc1ccccc1[N+](=O)[O-]	i	22.7
COc1cc(CCC(=O)Nc2nccs2)cc(OC)c1OC	i	35.1

More structures follow:
SMILES	T cell modulator	T cell modulator vesicle-bound %
Cc1ccc(S(=O)(=O)NCc2csc(C)n2)cc1	i	33.6
O=C(NCCCCc1ccccc1)Nc1ccc(F)cc1F	i	68.3
CC(C)n1nccc1N(Cc1ccc(Cl)cc1)S(=O)(=O)c1ccccc1	i	22.6
Cc1cccc(-n2ncc(C(=O)NC3CCCC3)c2C2CCN(C(=O)OC(C)(C)C)CC2)c1	i	16.7
COc1cc(/C=C/C(=O)OCC(=O)N2CCCC2)cc(OC)c1OC	i	37.8
CCS(=O)(=O)Nc1cccc(-c2ccc3nnc(-c4cccnc4)n3n2)c1	i	17.6
COc1ccc(C(C)(C)C)cc1NC(=O)CCn1[nH]c(=O)ccc1=O	i	55.7
CCOc1ccc(CN(C(=O)c2cccs2)C2CCS(=O)(=O)C2)cc1 (stereo unspecified)	i	45.5
CCOc1ccc(NC(=O)/C(C=Nc2ccccc2)=C(\C)O)cc1	i	46.8
CC(C)CCOc1ccc(C2(C)NC(=O)NC2=O)cc1 (stereo unspecified)	i	7.6
O=C(c1cc(C2CC2)nn1-c1ccccc1)N1CCN(S(=O)(=O)c2c(F)cccc2F)CC1	i	32.4
O=C(CSc1n[nH]c(Cc2ccccc2)n1)Nc1ccccc1Br	i	21.1
O=C(COC(=O)CNC(=O)c1ccc(Cl)c([N+](=O)[O-])c1)NC(=O)c1ccccc1	i	4.7
NC(=O)c1ccsc1NC(=O)COC(=O)c1ccccc1F	i	52.0
C=CCOc1ccc(C(=O)Nc2ccccc2C(=O)NCc2cccnc2)cc1	i	50.1
CCN(CC(=O)Nc1ccc(NC(C)=O)cc1)C(=O)CC1OC(=O)c2ccccc21 (stereo unspecified)	i	56.2
Cc1cc(C)c2c(CN3CCC(C)CC3)cc(=O)oc2c1	i	23.0
Cc1ccc(S(=O)(=O)NC(=O)c2cccc(N(C)C)c2)cc1	i	38.3
CCCN(CC(=O)Nc1ccccc1C)C(=O)c1ccc(NC2CC2)c([N+](=O)[O-])c1	i	37.6
COc1ccc(Nc2nc3cc(C)ccc3cc2C#N)cc1	i	26.3
O=S(=O)(Cc1ccccc1)N1CCN(Cc2ccc(Br)cc2)CC1	i	57.3
Cc1ccc(C)c(OCC(=O)NCC2COc3ccccc3O2)c1 (stereo unspecified)	i	33.2
Cc1cccc(CN2CCC(CNC(=O)Nc3ccc(F)c(Cl)c3)CC2)c1	i	28.2
CC(=O)/C(=N\Nc1ccccc1)Oc1ccc(Br)cc1	i	10.3
Cc1ccc(C)c(NC(=O)CN(C)C(=O)c2ccc(-c3cccc(C(F)(F)F)c3)o2)c1	i	54.8

Further structures
SMILES	T cell modulator	T cell modulator vesicle-bound %
CC(C)(C)OC(=O)CNC(=O)c1[nH]cnc1C(=O)N[C@@H](CCCCN)C(=O)OC(C)(C)C	i	7.3
COc1cccc(-c2cc(C(=O)Nc3ccc4c(c3)OCO4)no2)c1	i	28.3
COc1ccc(CCNC(=O)CN2C(=O)COc3ccc(S(=O)(=O)N4CCCC4)cc32)c(OC)c1	i	19.9
O=C(Nc1sc2c(c1C(=O)O)CCC2)c1ccccc1F	i	20.7
Cc1ccccc1Nc1c(C)c(C)nc2ncnn12	i	19.5
O=C(NNC(=O)c1ccccc1-n1cccc1)c1ccc(Cl)nc1	i	56.4
CC(C)C[C@H](NC(=O)c1nc[nH]c1C(=O)N[C@@H](CC(C)C)C(=O)OCc1ccccc1)C(=O)OCc1ccccc1	i	30.9
CCN1C(=O)[C@H]2[C@@H](c3ccc(-c4cccc(Cl)c4)c(OC)c3)N3CCC[C@@]3(C(=O)OC)[C@H]2C1=O	i	18.0
Cc1ccc(C(=O)N2CCN(c3ccccc3)CC2)cc1S(=O)(=O)N1CCOCC1	i	34.7
COc1ccccc1CCNC(=O)CCn1c(=O)c2cccn2c2ccc(F)cc21	i	10.4
COc1ccccc1CNC(=O)C1CCN(c2ncnc3c2nc2n3CCCCC2)CC1	i	21.9
O=C(O)Cc1sc(Nc2cccc3ccccc23)nc1-c1ccc(Cl)cc1	i	62.5
COc1ccc(-c2cc(C(=O)NCCN3CCOCC3)no2)cc1OC	i	53.6
COc1ccccc1NC(=O)N1CCN(C(=O)c2ccco2)CC1	i	7.7
CC(OC(=O)c1ccc2c(=O)n3c(nc2c1)CCC3)C(=O)Nc1ccc(C(N)=O)cc1 (stereo unspecified)	i	41.5

In the list so far, these contain bromine.
SMILES	T cell modulator	T cell modulator vesicle-bound %
Brc1ccc(CNCCCSc2ncccn2)cc1	i	38.0
COc1ccc(CN2CCc3ccccc3C2)cc1Br	i	68.9
CCOC(=O)[C@@H]1[C@H]2COc3ccc(Br)cc3[C@@H]2N2C(=O)N(c3ccc(F)cc3)C(=O)[C@@]12C	i	14.0
O=C(CSc1n[nH]c(Cc2ccccc2)n1)Nc1ccccc1Br	i	21.1
O=S(=O)(Cc1ccccc1)N1CCN(Cc2ccc(Br)cc2)CC1	i	57.3
CC(=O)/C(=N\Nc1ccccc1)Oc1ccc(Br)cc1	i	10.3

From PubChem BioAssay
